# Source: PubChem BioAssay (National Center for Advancing Translational Sciences (NCATS))
# D2 antag – antagonizes the human D2 dopamine receptor; P14416; HEK293 TREx D2 cells, calcium flux, dopamine EC80; inhibition, % at 10 µM; actives 2% (n = 340,000); in the data active means inhibition above about 30%; further: 0% is about no effect
# Target sequence (P14416 whole entry, looked up): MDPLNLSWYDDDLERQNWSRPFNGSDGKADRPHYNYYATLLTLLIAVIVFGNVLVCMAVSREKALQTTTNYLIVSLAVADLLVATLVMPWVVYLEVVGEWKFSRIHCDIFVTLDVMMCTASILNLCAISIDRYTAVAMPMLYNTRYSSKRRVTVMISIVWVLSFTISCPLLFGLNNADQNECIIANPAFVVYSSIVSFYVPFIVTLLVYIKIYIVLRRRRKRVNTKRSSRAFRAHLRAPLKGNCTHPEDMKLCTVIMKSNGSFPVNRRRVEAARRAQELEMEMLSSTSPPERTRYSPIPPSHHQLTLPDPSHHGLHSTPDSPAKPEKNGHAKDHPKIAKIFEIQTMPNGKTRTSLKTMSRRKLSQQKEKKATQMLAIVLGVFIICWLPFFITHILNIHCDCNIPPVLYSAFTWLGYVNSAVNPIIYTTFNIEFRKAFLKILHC
#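 Tetracycline-induced HEK293 T-REx cells expressing D2 force-coupled to calcium signalling were dye-loaded, exposed to compound for 180 s, then challenged with an EC80 of dopamine; calcium flux was followed kinetically for a further 180 s.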
# TRHR ag – agonists of human TRH receptor | P34981 | TRHR cells, calcium flux fluo-8, FDSS agonist mode | activation, % at 2 µM | actives 0.18% (n = 360,000); further: 0% is about no effect
# Target sequence (P34981 whole entry, looked up): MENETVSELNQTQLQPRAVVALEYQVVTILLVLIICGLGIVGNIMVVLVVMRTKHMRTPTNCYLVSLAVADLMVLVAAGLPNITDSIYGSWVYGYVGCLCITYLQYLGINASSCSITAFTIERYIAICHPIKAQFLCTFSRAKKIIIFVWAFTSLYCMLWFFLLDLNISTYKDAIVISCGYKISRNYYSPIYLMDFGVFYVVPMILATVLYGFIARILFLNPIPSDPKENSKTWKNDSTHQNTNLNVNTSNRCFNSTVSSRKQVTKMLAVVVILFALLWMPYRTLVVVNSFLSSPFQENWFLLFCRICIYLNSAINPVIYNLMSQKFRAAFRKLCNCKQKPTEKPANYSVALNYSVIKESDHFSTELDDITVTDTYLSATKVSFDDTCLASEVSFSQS
#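 In this calcium-flux screen, cells bearing human TRHR are dye-loaded with fluo-8, baselined for 10 cycles, then exposed to library compounds; positive kinetic calcium responses during the agonist phase mark hits, with TRH as control.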
# TRHR enhancer – TRH receptor (human) allosteric enhancement | P34981 | TRHR cells, fluo-8 calcium fluorescence, EC20 TRH enhancement | enhancement, % at 2 µM | actives 0.66% (n = 360,000) | AID 493056; in the data active means enhancement above about 30%; further: 0% is about no effect
#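 Enhancer read-out: after compound pinning and an initial kinetic agonist-mode read, an EC20 of TRH (10 nM final) was injected and fluo-8 calcium signal (Ex 480/Em 530) followed at 1 s/cycle for 100 cycles in TRHR-expressing cells.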
# D1 agonist – agonists of human D1 dopamine receptor. P21728. HEK293 T-REx D1 cells, calcium flux, agonist mode. activation, % at 2 µM. actives 1% (n = 360,000); further: 0% is about no effect
#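 Tetracycline-induced HEK293 TREx D1 cells, force-coupled to calcium signalling, were dye-loaded with a no-wash calcium kit. Compound was pin-added after a 10 s baseline. Fluorescence was read kinetically at 1 cycle/s for 180 s, with calcium rises flagged as agonism.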
# D2 agonist – D2 dopamine receptor (human) agonism; P14416; HEK293 T-REx D2 cells, calcium flux agonist mode; activation, % at 2 µM; actives 0.53% (n = 340,000);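 active means activation over 3 SD above normal in the single-dose calcium agonist read, cut at about 30% in these data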; further: 0% is about no effect
#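 Calcium-flux readout, 1 cycle/sec over 180 s following compound pin transfer, in inducible HEK293 Trex D2 cells (force-coupled); dopamine controls included. Positive calcium responses during this window marked compounds as potential agonists.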
# RXFP1 antag – antagonists of human relaxin receptor RXFP1; activity change, negative = inhibition, % at 57.5 µM; HEK293-RXFP1, relaxin-stimulated cAMP HTRF, 30 min; stronger effect = lower value; actives 0.59% (n = 350,000); Q9HBX9;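 active means activity change of -60% or lower, but not beyond a set lower limit; inconclusive means change between -60% and -40%, or beyond the set limit; inactive means change above -40%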; further: on the % scale 0 is the no-effect control and ±100 the full control effect
# D2 potentiator – positive allosteric modulators of human D2 dopamine receptor; AID 485347; P14416; HEK293 T-REx D2, calcium flux, EC20 dopamine potentiation; actives 0.34% (n = 340,000); potentiation, % at 10 µM;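 active means potentiation over 3 SD above the plate norm, cut at about 30% in these data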; further: 0% is about no effect
#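 Tetracycline-induced HEK293 T-REx cells force-coupled to calcium signalling expressed D2; compounds were pin-added after a 10 s baseline, read kinetically 180 s, then an EC20 dopamine challenge followed with a further 180 s calcium read.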
# D1 antagonist – blocks dopamine activation of the human D1 receptor; P21728; HEK293 TREx D1 cells, calcium flux, dopamine EC80; stronger effect = lower value; activity change, negative = inhibition, % at 10 µM; actives 3.2% (n = 360,000); AID 504652; in the data active means activity change below about -30%; further: on the % scale 0 is the no-effect control and ±100 the full control effect
#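 Inducible Hek293 Trex D1 cells (tetracycline, overnight, 30 C). Calcium dye 30–90 min RT. Antagonist mode: EC80 dopamine added after 180 s compound read.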
# D1 potentiator – potentiators of human D1 dopamine receptor; potentiation, % at 10 µM; HEK293 TREx D1 cells, calcium flux, dopamine EC20 potentiation; actives 0.036% (n = 360,000); in the data active means potentiation above about 30%; further: 0% is about no effect
# Starred values were filed as active, the others as inactive; ? = inconclusive; · = not tested or not shown; & = joins results of further samples. Unless noted, no stated cut-off is given here; in the data, active means activation above about 30%; inactive means the rest. Some of the compounds tested. The share of hits here may be higher or lower than overall.
# Values run as follows: D2 antag	TRHR ag	TRHR enhancer	D1 agonist	D2 agonist	RXFP1 antag	D2 potentiator	D1 antagonist	D1 potentiator
(1) CN1CCN2c3ccccc3CC3(C(=O)N(C)C(=O)N(C)C3=O)C2C1 (configuration not stated)
    16	0.5	5	0	0.4	-4	0	0	3
(2) CCCCN=C[C@]12CCC(O)CC1(O)CCC1[C@@H]2CC[C@]2(C)[C@H](C3C=CC(=O)O3)CCC12O (some centres not stated)
    -26	0.7	4	2	0.1	-20	-12	-2	4
(3) Cc1ccc(Cn2cccc(C(=O)Nc3ccc4c(c3)OCCO4)c2=O)cc1
    ·	0.0	5	0	-1.3	·	-1	·	-4
(4) O=c1[nH]c(CN2CCNCC2)nc2ccccc12
    -14	-0.8	7	2	0.5	-2	-5	-2	-1
(5) O=C(NC(C(Cl)Cl)N1CCOCC1)c1ccccc1 (configuration not stated)
    -6	1.1	-4	9	0.1	-12	2	2	-3
(6) O=C1CC(c2cccnc2)=NN1c1ccc(Cl)cc1Cl
    4	-0.8	-1	7	-0.1	?	6	5	0
(7) CCCCCCC(=O)N/N=C/c1c(O)n(C(C)CC)c(=S)[nH]c1=O (configuration not stated)
    -3	-0.3	0	0	-0.6	-1	-5	2	-1
(8) COc1ccccc1-n1c(/C=C/c2ccccc2)nc2ccccc2c1=O
    ·	0.6	5	-1	0.5	0	10	14	3
(9) COP(=O)(OC)C1(O)C(=O)Nc2ccc(Br)cc21 (configuration not stated)
    15	0.0	3	1	1.5	-16	0	9	-3
(10) CC(N)Cc1ccccc1Sc1ccc(O)cc1 (configuration not stated)
    5	0.4	6	19	0.0	·	13	-3	-5
(11) Cc1cccc(N2C(=O)NC(=O)/C(=C/c3ccc(-c4ccc(C(=O)O)c(Cl)c4)o3)C2=O)c1
    -7	2.8	3	1	0.3	·	-2	-1	-5
(12) Clc1ccccc1CNC1CN2CCC1CC2 (configuration not stated)
    1	-1.0	4	8	-1.3	13	1	-13	-9
(13) COc1cccc(N=Nc2c(O)[nH]c(=S)[nH]c2=O)c1
    6	0.6	-8	2	0.1	-8	-8	8	-5
(14) COc1cccc(C2(C#N)CCN(C)CC2)c1
    -2	0.4	3	2	2.0	-3	4	4	-1
(15) C=CCn1c(O)c(C(CC)=Nc2ccc(C(=O)O)cc2)c(=O)[nH]c1=O
    -8	0.3	-1	4	0.2	-8	12	-2	-4
(16) C/C(=N\N1CCCCCC1)c1c(O)n(-c2ccc(Cl)cc2)c(=O)[nH]c1=O
    -6	-1.4	7	3	-1.3	-24	9	0	-4
(17) CN1CCC2(CC1)C(C#N)=C(N)NC(S)=C2C#N
    3&17	0.3&1.9	-8&1	2&2	5.0&16	3&-5	4&9	3&-3	-3&4
(18) O=C(Cn1cnc2ccccc2c1=O)NCC(=O)N1CCC2(CC1)OCCO2
    -1	0.2	0	3	0.4	-1	0	4	-1
(19) O=C1NC(=O)N(c2ccc3c(c2)OCO3)C(=O)/C1=C/c1ccsc1
    -11	0.5	4	4	1.0	2	-3	-10	1
(20) CCCCCCn1c(=O)c(C(=O)Nc2nnc(C)s2)c(O)c2ccccc21
    -27	0.4	0	3	-0.4	·	3	20	5
(21) CN(C)C(=O)On1c(-c2ccccc2)nc2ccc(Cl)cc21
    3	-0.6	-3	6	-0.6	-25	-1	-12	3
(22) Cc1cccc(-n2c(-c3ccco3)nc3ccccc3c2=O)c1C
    11	-0.6	1	1	3.1	-7	29	·	-6
(23) O=c1c2ccccc2nc(Cc2ccccc2)n1-c1cccc(O)c1
    19	-0.1	-6	2	-1.3	-18	11	5	1
(24) COC(=O)N(c1ccc(OC)cc1)P1(=S)OCCC(C)O1 (configuration not stated)
    16	-0.4	4	3	1.7	-15	·	5	-2
(25) O=C(NCc1cccnc1)Nc1ccc([N+](=O)[O-])cc1
    -6	0.5	0	7	-0.5	-4	-9	-27	-4
(26) CCN1CC2C3CCC(C)(O3)C2C1 (configuration not stated)
    -15	-1.1	11	5	-0.5	-17	4	16	-6
(27) CSc1ncc(CN2CCCC(C(=O)c3sccc3C)C2)cn1 (configuration not stated)
    -3	-0.1	5	2	-0.3	10	-17	-4	-2
(28) COc1ccc(CNCCc2ccc3c(c2)OCO3)c(OC)c1OC
    1	0.4	-8	11	-0.8	-1	-12	-19	-3
(29) CCN(CC)CCN/N=C(\C)c1c(O)[nH]c(=O)[nH]c1=O
    ·	-0.7	7	3	·	-2	·	22	9
(30) O=C(c1ccc2c(c1)OCO2)C1CCCN(CC2CCCCC2)C1 (configuration not stated)
    -9	0.3	3	0	-0.5	-5	-21	-6	-4
(31) CCOc1ccc(-n2c(/C=C/c3ccccc3)nc3ccccc3c2=O)cc1
    ·	0.0	-1	1	0.8	-17	20	13	1
(32) O=C1C(Cl)=CC(=Nc2ccc(O)cc2)C=C1Cl
    -1	-0.5	-4	1	-1.2	0	6	9	0
(33) CCC1(c2ccccc2)C(=O)N(COC)C(=O)N(COC)C1=O
    16	-0.3	6	0	1.3	19	6	3	-2
(34) COCCNC(=O)c1c(N)n(Cc2ccco2)c2nc3ccccc3nc12
    -6	1.0	12	7	-0.3	-4	15	-20	7
(35) COc1ccc2cc(C(=O)C3CCCN(C4CCOCC4)C3)ccc2c1 (configuration not stated)
    0	0.5	-1	3	0.4	-12	-11	-9	-6
(36) CC1(CCl)CN1S(=O)(=O)c1ccccc1 (configuration not stated)
    5	-0.5	-1	2	0.7	7	9	-14	-3
(37) COC(=O)C1=C(c2ccc(C(C)=O)cc2)C[C@@H]2CC[C@H]1N2C(=O)NCc1ccc(C(F)(F)F)cc1
    -8	6.9	0	48*	1.8	·	26	-41*	-2
(38) COc1ccccc1CCNC(=O)CCC(=O)N1CC2C[C@@H](C1)Cn1c2cccc1=O
    -15	-0.5	-7	0	-0.5	·	10	-3	-1
(39) CCCCn1c(O)c(C(CC)=NC(C)c2ccccc2)c(=O)[nH]c1=O (configuration not stated)
    10	-0.9	-1	0	-0.6	0	4	11	9
(40) O=c1[nH]c(O)c(C=Nc2cccc(F)c2)c(=O)[nH]1
    20	1.0	3	1	-0.4	5	9	3	-6
(41) Cc1nn(CC(=O)N2CCC3(CC2)OCCO3)c(=O)c2cc3ccccc3n12
    0	0.2	1	-1	1.3	-9	-1	-6	-1
(42) Cc1nc2cc([N+](=O)[O-])ccc2c(=O)n1-c1ccccc1[N+](=O)[O-]
    -23	-0.5	1	3	-0.2	-3	-3	-23	0
(43) Cc1ccc2scc(N3CCN(C)CC3)c(=O)c2c1
    ·	-0.8	3	4	1.2	-3	7	19	2
(44) CNC(C(=O)c1ccccc1)C(OC)c1cccc([N+](=O)[O-])c1 (configuration not stated)
    -14	0.5	-2	2	0.0	-16	-19	4	-12
(45) CN1CC(C(=O)c2cccs2)C(c2ccc(Cl)cc2)C1 (configuration not stated)
    21	0.1	-5	8	-0.2	-14	-22	-17	-7
(46) C=CCn1c(=O)c(C=Nc2c(OC)cccc2[N+](=O)[O-])c(O)n(CCCC)c1=O
    -1	-0.2	2	0	-2.6	-10	-1	-6	5
(47) CC(C)(Cl)[N+](=O)[O-]
    -8	0.7	5	-1	0.5	·	12	·	-3
(48) CC/C(=N\N1CCCCC1)c1c(O)[nH]c(=O)[nH]c1=O
    0	0.4	14	-1	5.2	14	0	-4	5
(49) COc1ccc(OC)c(NP(=O)(Oc2ccccc2)Oc2ccccc2)c1
    -9	0.1	30*	1	-1.6	-12	7	12	3
(50) CN(C)c1ccc(/C=C2/C(=O)NC(=O)N(CCc3ccc(F)cc3)C2=O)cc1
    -16	0.4	-6	-1	0.4	-3	-4	-1	-6

# Single entries from the results shown:
# TRHR enhancer, compound 48 is entered as 14
# TRHR enhancer, compound 39 is entered as -1

# Reprinted at random: 6 records from the list
# Values run as follows: D2 antag	TRHR ag	TRHR enhancer	D1 agonist	D2 agonist	RXFP1 antag	D2 potentiator	D1 antagonist	D1 potentiator
(43) Cc1ccc2scc(N3CCN(C)CC3)c(=O)c2c1
    ·	-0.8	3	4	1.2	-3	7	19	2
(50) CN(C)c1ccc(/C=C2/C(=O)NC(=O)N(CCc3ccc(F)cc3)C2=O)cc1
    -16	0.4	-6	-1	0.4	-3	-4	-1	-6
(49) COc1ccc(OC)c(NP(=O)(Oc2ccccc2)Oc2ccccc2)c1
    -9	0.1	30*	1	-1.6	-12	7	12	3
(46) C=CCn1c(=O)c(C=Nc2c(OC)cccc2[N+](=O)[O-])c(O)n(CCCC)c1=O
    -1	-0.2	2	0	-2.6	-10	-1	-6	5
(41) Cc1nn(CC(=O)N2CCC3(CC2)OCCO3)c(=O)c2cc3ccccc3n12
    0	0.2	1	-1	1.3	-9	-1	-6	-1
(44) CNC(C(=O)c1ccccc1)C(OC)c1cccc([N+](=O)[O-])c1 (configuration not stated)
    -14	0.5	-2	2	0.0	-16	-19	4	-12

# Going on with the list:
# Values run as follows: D2 antag	TRHR ag	TRHR enhancer	D1 agonist	D2 agonist	RXFP1 antag	D2 potentiator	D1 antagonist	D1 potentiator
(51) Cn1c(=O)cc(SCC(=O)N2CCC3(CC2)OCCO3)c2ccccc21
    ·	0.4	-8	2	·	23	·	-7	1
(52) CCC(C)n1c(O)c(/C=N/NC(=O)c2ccncc2)c(=O)[nH]c1=S (configuration not stated)
    -25	-0.2	-6	2	-0.1	2	-13	10	-4
(53) CCOC(=O)C(O)(c1ccc(N(CC)S(=O)(=O)c2ccc(C)cc2)cc1)C(F)(F)F (configuration not stated)
    -1	-0.2	-15	-1	0.3	4	-9	·	-4
(54) NCC1(c2ccc3c(c2)OCCO3)CCCC1
    21	0.4	6	2	2.1	-1	-12	22	-1
(55) O=c1c2ccccc2nc(/C=C\c2cccc(Br)c2)n1-c1ccc(O)cc1
    ·	1.3	3	5	1.0	-38	6	8	-1
